UCHL1 block: inhibitors of human UCHL1 deubiquitinase; AID 1645859; inhibition, % at 20 µM; purified UCHL1, Ub-rhodamine cleavage fluorescence; hit rate 0.2% among 47,000
USP7 inh: blocks human USP7 ubiquitin-rhodamine cleavage; Q93009; purified USP7, Ub-rhodamine cleavage fluorescence; inhibition, % at 20 µM; hit rate 0.3% among 47,000
USP30 block: blocks human USP30 ubiquitin-rhodamine cleavage; purified USP30, Ub-rhodamine cleavage fluorescence; Q70CQ3; inhibition, % at 25 µM; AID 1645860; hit rate 5.3% among 47,000
Target sequence (Q70CQ3 whole entry, looked up): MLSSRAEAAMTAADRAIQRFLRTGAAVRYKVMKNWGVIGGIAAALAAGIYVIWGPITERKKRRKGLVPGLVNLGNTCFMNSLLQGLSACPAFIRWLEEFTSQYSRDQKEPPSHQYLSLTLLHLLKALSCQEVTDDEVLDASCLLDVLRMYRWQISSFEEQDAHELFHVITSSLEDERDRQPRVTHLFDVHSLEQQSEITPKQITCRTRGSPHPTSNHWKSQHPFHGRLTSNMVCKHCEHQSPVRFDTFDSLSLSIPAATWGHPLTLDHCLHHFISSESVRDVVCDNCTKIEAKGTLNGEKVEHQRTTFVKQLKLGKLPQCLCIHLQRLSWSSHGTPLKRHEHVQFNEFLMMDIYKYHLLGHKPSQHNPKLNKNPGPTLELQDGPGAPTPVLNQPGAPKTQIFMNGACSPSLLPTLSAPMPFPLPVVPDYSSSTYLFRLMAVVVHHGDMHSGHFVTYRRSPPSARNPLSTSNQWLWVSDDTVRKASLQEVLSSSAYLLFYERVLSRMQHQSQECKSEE
USP10 inh: human USP10 deubiquitinase inhibition | Q14694 | purified USP10, Ub-rhodamine fluorescence, 60 min | inhibition, % at 20 µM | hit rate 1.1% among 47,000 | AID 1645856
OTUD3 block: inhibitors of human OTUD3 deubiquitinase; Q5T2D3; purified OTUD3, Ub-rhodamine fluorescence, 2 h; inhibition, % at 25 µM; hit rate 0.7% among 47,000
USP8 inh: human USP8 deubiquitinase inhibition. AID 1645853. hit rate 4.2% among 47,000. purified USP8, Ub-rhodamine cleavage fluorescence, 30 min. inhibition, % at 20 µM
USP17 inh: inhibitors of human USP17 deubiquitinase. hit rate 6.5% among 47,000. A8MUK1. AID 1645855. purified USP17, Ub-rhodamine cleavage fluorescence, 3 h. inhibition, % at 50 µM
Target sequence (A8MUK1 whole entry, looked up): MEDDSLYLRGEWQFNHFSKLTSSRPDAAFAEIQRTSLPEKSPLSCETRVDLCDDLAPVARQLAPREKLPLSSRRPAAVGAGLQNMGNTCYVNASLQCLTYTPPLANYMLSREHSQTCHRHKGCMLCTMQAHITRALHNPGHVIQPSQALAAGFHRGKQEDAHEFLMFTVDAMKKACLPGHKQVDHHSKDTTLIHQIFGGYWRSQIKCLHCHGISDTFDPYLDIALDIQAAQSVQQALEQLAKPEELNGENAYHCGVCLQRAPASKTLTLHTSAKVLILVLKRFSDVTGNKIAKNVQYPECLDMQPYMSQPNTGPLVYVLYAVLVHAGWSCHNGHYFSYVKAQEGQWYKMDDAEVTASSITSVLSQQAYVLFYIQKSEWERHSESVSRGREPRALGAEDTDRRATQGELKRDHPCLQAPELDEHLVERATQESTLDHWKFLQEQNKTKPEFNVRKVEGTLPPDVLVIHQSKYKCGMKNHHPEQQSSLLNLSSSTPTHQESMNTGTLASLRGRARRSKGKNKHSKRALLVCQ
USP28 block: blocks human USP28 ubiquitin-rhodamine cleavage. Q96RU2. purified USP28, Ub-rhodamine cleavage fluorescence, 30 min. inhibition, % at 25 µM. hit rate 3% among 47,000
* marks the source's active call; other numbers are inactive results; / = not tested or not shown. Cut-off read from the data, not from the text of the source: active = inhibition above about 30%; inactive = the rest. Hits appear at their usual frequency; any-hit rate near 13%.

Screens by letter: A = UCHL1 block; B = USP7 inh; C = USP30 block; D = USP10 inh; E = OTUD3 block; F = USP8 inh; G = USP17 inh; H = USP28 block
compound: COc1cccc(NC(=O)c2c(-c3ccc(C)cc3)c3c4n(c(-c5ccc(Cl)cc5)cn24)CCCC3)c1
  A: 1	B: -2	C: -65	D: -2	E: -17	F: 25	G: -3	H: -5

compound: COc1ccc(-c2ccnc(N[C@H]3CO[C@H]4[C@@H]3OC[C@@H]4NC(=O)CCCC(=O)O)n2)cc1
  A: 0	B: 6	C: -1	D: -3	E: 14	F: 18	G: 2	H: 8

compound: CCNC(=O)N(Cc1ccccc1)[C@@H]1CC[C@@H]2C[C@@H]1[C@@H](O)CO2
  A: -4	B: -2	C: -6	D: 6	E: -4	F: 0	G: -2	H: -10

compound: Cc1ccc(CNC(=O)CNc2cc(C)nc3nc(-c4cccnc4)nn23)cc1
  A: -1	B: 0	C: 13	D: -4	E: 0	F: -1	G: 2	H: 0

compound: Cc1cccc(N2C(=O)/C(=C\c3cc(C#N)n(C)c3C)c3ccccc3C2=O)c1
  A: 2	B: 10	C: -57	D: 35*	E: 5	F: 56*	G: 20	H: 6

compound: COCCN1[C@H]2CCN(C(=O)Nc3ccccc3)CC[C@@H]2Oc2ccccc2S1(=O)=O
  A: -3	B: -4	C: -12	D: -1	E: -9	F: -41	G: -19	H: -8

compound: CC1Cc2cc(S(=O)(=O)N(C)Cc3ccccc3)ccc2N1C(=O)C1CC1 (centres undefined)
  A: 6	B: 9	C: 25	D: 7	E: 19	F: 0	G: 4	H: 22

compound: COc1ccc(NC(=O)CC2C(=O)N(c3ccc(F)cc3)C(=O)N2CCC2=CCCCC2)cc1 (centres undefined)
  A: 2	B: -25	C: 10	D: -1	E: 6	F: 0	G: 5	H: 6

compound: Cc1sc(NC(=O)Cn2nnc3ccccc32)nc1-c1ccc2c(c1)CCN2C(=O)C1CCCCC1
  A: 1	B: 1	C: 30	D: 1	E: 5	F: 8	G: 31*	H: 13

compound: O=C(c1cccnc1)N1CCC2(CC1)CC(Oc1cccnc1)C2
  A: -3	B: -3	C: -15	D: 0	E: -7	F: -153	G: /	H: -16

compound: Cc1noc(C2CN(Cc3cccc(F)c3)Cc3ccnn3C2)n1 (centres undefined)
  A: 1	B: -3	C: /	D: 0	E: -1	F: 1	G: -15	H: /

compound: O=c1[nH]c(C2CCN(S(=O)(=O)c3ccc(S(=O)(=O)NC4CC4)cc3)CC2)nc2c1nnn2Cc1cccc(Cl)c1
  A: 8	B: 8	C: 42*	D: 32*	E: 2	F: 14	G: 25	H: 38*

compound: COc1cccc(CC(=O)N[C@@H](C)c2nc3cc(-c4ccc(F)cc4)ncn3n2)c1
  A: 0	B: -3	C: 13	D: 0	E: 22	F: 2	G: 9	H: 8

compound: CC(C(=O)Nc1cccc(F)c1)C1CCN(C(=O)Nc2ccccc2)CC1 (centres undefined)
  A: -1	B: -2	C: 4	D: 1	E: -4	F: -5	G: 10	H: -6

compound: CCCc1nc2sc3c(SCC(=O)Nc4nccs4)ncnc3c2c2c1CCC2
  A: 0	B: -3	C: 9	D: 0	E: 5	F: -1	G: -8	H: 25

compound: Cc1cccc(NC(=O)N2CCCn3c(nc4ccccc43)C2)c1
  A: 0	B: 0	C: -2	D: 0	E: -1	F: -4	G: /	H: 9

compound: Cc1cc(=O)n(CC(=O)NCCC2=CCCCC2)c(N2CCCCC2)n1
  A: -1	B: -8	C: 0	D: 0	E: 0	F: -3	G: -9	H: 0

compound: O=C(COC(=O)CCc1ccc(S(=O)(=O)N2CCOCC2)cc1)Nc1ccc2c(c1)OCO2
  A: -2	B: -1	C: -20	D: -4	E: -11	F: -12	G: 14	H: 15

compound: Cc1ccc(CNS(=O)(=O)c2ccc3onc(C(=O)N4CCCC4)c3c2)cc1
  A: 3	B: 4	C: 15	D: 3	E: 9	F: 0	G: 17	H: 19

compound: Cc1c(C)n(-c2ccccc2)c2ncn(CC(=O)Nc3cccc(F)c3)c(=O)c12
  A: 0	B: -5	C: 10	D: -1	E: -13	F: 0	G: /	H: -14

compound: Nc1c(-c2ccccn2)nsc1C(=O)NCc1ccccc1F
  A: 1	B: -1	C: -4	D: 5	E: -4	F: 5	G: 4	H: -2

compound: CNc1cc(C(=O)N[C@H]2CC[C@]3(CCC(=O)N3)[C@@H](c3ccc(OC)c(OC)c3)C2)ccn1
  A: -1	B: 2	C: -6	D: 2	E: -7	F: 2	G: 3	H: -11

compound: O=C(c1ccc2c(c1)N(Cc1ccccc1F)C(=O)c1ccccc1S2)N1CCOCC1
  A: 3	B: -1	C: 26	D: -1	E: 17	F: 13	G: 17	H: 15

compound: C=C1CO[C@]2(O)C[C@H](C)[C@H]3C[C@@H](O)C(C)=C[C@@H]3[C@]12O
  A: -1	B: 6	C: 8	D: 1	E: -2	F: -4	G: -1	H: 2

compound: Cc1c(Cl)cccc1-c1ccc(CNCc2ccncc2)o1
  A: -7	B: -12	C: -45	D: -6	E: -13	F: -11	G: -7	H: -1

compound: COc1cccc(CNS(=O)(=O)c2ccc3c(c2)CCCN3C(=O)C2CCC2)c1
  A: 0	B: -5	C: 0	D: 6	E: 0	F: -3	G: 2	H: 30*

compound: COc1ccc(N2CCN(CC3C(=O)O[C@@H]4CC5=CCC[C@H](C)[C@@]5(C)[C@@H](O)[C@H]34)CC2)cc1 (some centres undefined)
  A: 1	B: 1	C: -18	D: -3	E: -4	F: -9	G: -13	H: -10

compound: CC(=O)N1CC[C@@H](CC(=O)O)[C@@H](CC2=NCCc3ccc(C(C)(C)C)cc32)C1
  A: -10	B: -3	C: -38	D: -3	E: -7	F: -54	G: -20	H: -12

compound: O=C(NCC(c1ccccc1)N1CCCCC1)c1cc(-c2cccs2)on1 (centres undefined)
  A: -3	B: 1	C: -10	D: -8	E: -3	F: -1	G: -12	H: -8

compound: O=C(NCc1ccc(F)cc1)c1cn(-c2cc(N3CCCC3)ncn2)cn1
  A: 3	B: 2	C: 15	D: -2	E: 7	F: 7	G: 12	H: 9

Entries of single compounds, quoted from the list.
Listed for O=C(NCC(c1ccccc1)N1CCCCC1)c1cc(-c2cccs2)on1 (centres undefined) → UCHL1 block: -3; USP7 inh: 1; USP30 block: -10; USP10 inh: -8; OTUD3 block: -3; USP8 inh: -1; USP17 inh: -12; USP28 block: -8
Listed for O=C(NCc1ccc(F)cc1)c1cn(-c2cc(N3CCCC3)ncn2)cn1 → UCHL1 block: 3; USP7 inh: 2; USP30 block: 15; USP10 inh: -2; OTUD3 block: 7; USP8 inh: 7; USP17 inh: 12; USP28 block: 9

Among those listed so far, three have a Cl atom.
Screens by letter: A = UCHL1 block; B = USP7 inh; C = USP30 block; D = USP10 inh; E = OTUD3 block; F = USP8 inh; G = USP17 inh; H = USP28 block
compound: COc1cccc(NC(=O)c2c(-c3ccc(C)cc3)c3c4n(c(-c5ccc(Cl)cc5)cn24)CCCC3)c1
  A: 1	B: -2	C: -65	D: -2	E: -17	F: 25	G: -3	H: -5

compound: O=c1[nH]c(C2CCN(S(=O)(=O)c3ccc(S(=O)(=O)NC4CC4)cc3)CC2)nc2c1nnn2Cc1cccc(Cl)c1
  A: 8	B: 8	C: 42*	D: 32*	E: 2	F: 14	G: 25	H: 38*

compound: Cc1c(Cl)cccc1-c1ccc(CNCc2ccncc2)o1
  A: -7	B: -12	C: -45	D: -6	E: -13	F: -11	G: -7	H: -1

Other records:
Screens by letter: A = UCHL1 block; B = USP7 inh; C = USP30 block; D = USP10 inh; E = OTUD3 block; F = USP8 inh; G = USP17 inh; H = USP28 block
compound: CC12C(=O)N(Cc3ccccc3)CC(=O)N1CCc1c2[nH]c2ccccc12 (centres undefined)
  A: 0	B: -21	C: /	D: 3	E: 1	F: 3	G: 3	H: /

compound: CCOc1ccc(Nc2cc(C(=O)NCCN3CCCC3)c3ccccc3n2)cc1
  A: 6	B: -7	C: 30	D: 0	E: 3	F: 16	G: -9	H: 20

compound: Cc1nn(Cc2ccccc2)c2[nH]c(=O)cc(C(F)(F)F)c12
  A: 0	B: -2	C: 22	D: 2	E: 17	F: 2	G: 4	H: 13

compound: Cc1cc(-c2noc(-c3cc4ccccc4oc3=O)n2)c2ccccc2n1
  A: -1	B: -1	C: 1	D: -1	E: -4	F: 2	G: 0	H: -12

compound: COc1ccccc1NC(=O)N1CCC2(CC1)NC(=O)N(CCc1ccccc1)C2=O
  A: 4	B: 0	C: 13	D: 5	E: 7	F: 12	G: 3	H: 15

compound: CNc1nc(C2CCCCN2C(=O)c2cc3c(C)cccc3[nH]2)nc2c1CCN(C(C)=O)C2 (centres undefined)
  A: -1	B: -58	C: -27	D: -3	E: -12	F: 4	G: -12	H: -11

compound: COc1cc2c(cc1OC)C(c1cccs1)N(CC(=O)N1CCNC1=O)CC2 (centres undefined)
  A: -1	B: 6	C: -167	D: -4	E: -26	F: -23	G: -45	H: -86

compound: CC(C)CN1C[C@@]23CN(C(=O)NCCc4ccccc4)C[C@@H](C[C@@H]2S1(=O)=O)O3
  A: 2	B: 4	C: 21	D: -2	E: 12	F: 19	G: 10	H: 5

compound: COCCn1c(=O)[nH]c(=O)c2c3c(cnc21)C(=O)CC(c1ccc(F)cc1)C3 (centres undefined)
  A: -1	B: -7	C: -208	D: 9	E: -5	F: 68*	G: -28	H: -33

compound: CC(C)c1nn2c(=O)c(NC(=O)c3ccccc3Cl)cnc2s1
  A: -1	B: -3	C: 0	D: -3	E: 0	F: 2	G: 0	H: 26

compound: CCOC(=O)c1cnn2c(C)c(C/C=C/c3ccccc3)c(C)nc12
  A: 0	B: -15	C: -9	D: 1	E: -4	F: -6	G: -5	H: 0

compound: Cc1ccc(-n2ncc3c2ncn2c(C(C)(C)C)nnc32)cc1C
  A: -2	B: -19	C: 15	D: 3	E: 0	F: 6	G: 6	H: 7

compound: CCNC(=O)N1C[C@@H]2OCC(=O)N(c3ccccc3)[C@@H]2C1
  A: 4	B: 9	C: 10	D: -2	E: 11	F: 23	G: 13	H: 12

compound: O=C(N[C@@H](Cc1ccccc1)c1nc2ccccc2[nH]1)c1ccncc1
  A: 3	B: 1	C: -9	D: -2	E: 5	F: 10	G: 24	H: 5

compound: CC(=O)Nc1cccc(N2CC(C(=O)NCCc3ccc(Cl)cc3)CC2=O)c1 (centres undefined)
  A: -1	B: -1	C: -15	D: -2	E: -3	F: -1	G: -3	H: -6

compound: CCOCC1CN(Cc2cccc(C#N)c2)Cc2ccnn2C1 (centres undefined)
  A: 3	B: 4	C: 20	D: 1	E: 15	F: -61	G: -7	H: 9

compound: COc1cccc(NC(=O)N2CCC3(CC2)CC[C@@]2(C(=O)N(C)C)CN(C(C)=O)C[C@@H]32)c1
  A: 1	B: 0	C: 7	D: 0	E: 15	F: 7	G: -2	H: 4

compound: O=C(NCc1ccc(F)cc1)c1ccc2noc(-c3ccccc3)c2c1
  A: -5	B: 0	C: -23	D: 2	E: -7	F: -30	G: -1	H: -10

compound: Cc1ccc(N2CCN(S(=O)(=O)c3c(C)nc4sc(C)nn34)CC2)cc1
  A: 3	B: 3	C: 16	D: -1	E: 9	F: 23	G: 9	H: 9

compound: COc1ccc(Nc2cc(C(=O)NCCCN3CCN(C)CC3)c3ccccc3n2)c(OC)c1
  A: -4	B: -4	C: 1	D: -2	E: -6	F: 1	G: -3	H: -16

compound: O=C(NCc1cccnc1)C1CCN(C(=O)C(c2ccccc2)c2ccccc2)CC1
  A: 0	B: 0	C: 11	D: -1	E: 2	F: 3	G: 7	H: 2

compound: CN(C)C(=O)[C@@H]1C[C@@H]2CN(C(=O)CN3CCOCC3)CCN2[C@@]12C(=O)Nc1ccccc12
  A: 5	B: 6	C: 23	D: 1	E: 12	F: 25	G: 15	H: 6

compound: Cc1cccc(NC(=O)CSc2ncnc3c2sc2nc(CC(C)C)c4c(c23)CCC4)c1
  A: 1	B: 5	C: 34*	D: 4	E: 11	F: 6	G: 74*	H: 9

compound: CCC(C)NCc1c(C(=O)O)n(Cc2ccccc2)c2ccccc12 (centres undefined)
  A: 0	B: -80	C: -1	D: -5	E: 4	F: -7	G: 3	H: 5

compound: O=C(Cn1c(=O)n(CC(=O)NC2CCCC2)c(=O)c2ccccc21)Nc1cc(Cl)ccc1Cl
  A: 4	B: 9	C: 65*	D: 19	E: 28	F: 32*	G: 43*	H: 34*

compound: CCC1CCCCN1Cc1nc2c(c(=O)n(C)c(=O)n2C)n1Cc1ccccc1F (centres undefined)
  A: 0	B: 2	C: 18	D: 1	E: 1	F: 16	G: 6	H: 6

compound: Cc1cccc(N(C(=O)c2ccc(-c3ccccc3)[nH]2)C(C(=O)NC2CCCCC2)c2ccc(F)cc2)c1 (centres undefined)
  A: -1	B: 8	C: 25	D: 4	E: 13	F: 8	G: 21	H: 6

compound: Cc1nc(-c2ncc[nH]2)cc(C2CCN(C(=O)c3ccc4ccccc4n3)CC2)n1
  A: 1	B: 2	C: -1	D: 2	E: 5	F: 2	G: 4	H: 1

compound: CCn1c(CC(=O)Nc2ccccc2)nnc1SCC(=O)N1CCOCC1
  A: -2	B: 3	C: -2	D: 0	E: 2	F: -3	G: 1	H: -3

compound: COc1ccc(C(=O)Nc2cc3c4c(c2)CC(=O)N4CCC3)cc1
  A: 0	B: -2	C: -34	D: -2	E: -10	F: -2	G: 5	H: 49*
